# Assay outcomes (PubChem)
# ATXN2 expr inh = inhibitors of ATXN2 expression; HEK-293 ATXN2-luciferase reporter, luminescence, 24 h; Potency, µM (doses to about 57 µM), inactives show at the top dose activity change, negative = inhibition, actives largely listed as inhibitors; 360,000 compounds, 0.72% hits; AID 1745845; note: potency is the fitted concentration of half-maximal effect; % is set by controls: 0 for no effect and ±100 for the full control effect; nearly all actives have a fitted effect of over 55% in size
#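 qHTS (up to 57 uM final) was run with 24 h compound exposure of reporter cells at 37 °C. Each well was multiplexed: SteadyGlo luminescence measured ATXN2-luciferase expression after a fluorogenic Gly-Phe-AFC viability readout (25 uM final).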
# IL-1B inflam inh = blocks inflammasome-driven IL-1 beta release; 360,000 compounds, 4.7% hits; THP-1 LPS/ATP IL-1B secretion, AlphaLISA, 16 h; active compounds read low; AID 743279; activity change, % at 57.5 µM; in the data active = activity change below about -50%; inconclusive = mostly about -30% to -49%; note: % is set by controls: 0 for no effect and ±100 for the full control effect
#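 Secreted IL-1B measured by AlphaLISA bead assay after 16 h compound exposure of THP-1 cells; compounds (final up to 57.5 uM) added 1 h before LPS (250 ng/mL) and ATP (1.25 mM) stimulation; lower signal means less secretion.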
# HT1080NT lethal = kills 2HG-producing HT-1080-NT fibrosarcoma cells; HT-1080-NT fibrosarcoma viability, CellTiter-Glo ATP luminescence, 48 h; 360,000 compounds, 1.6% hits; Potency, µM (top dose mostly 46.1 µM), without a hit: at the top dose activity, negative = less viability, hits mostly cytotoxic;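 note: NT is the 2HG producing partner of a matched IDH1 knockdown line; potency is the fitted concentration of half-maximal effect; 0% = DMSO-treated cells and -100% = media-only wells without cells; nearly all actives have a fitted effect of over 55% in size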
#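 750 cells/well, RPMI + 5% FBS; 2 h settle, compound pin-transfer, 48 h at 37 degrees C. CellTiter-Glo 10 min RT, luminescence. Normalized to DMSO and media-only wells.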
# SW480 rereplic = DNA re-replication induction in SW480 cells | SW480 DNA re-replication, Hoechst DNA content imaging, 48 h | Potency, µM (series often up to 46.1 µM), inactives show top-dose re-replication activation, actives largely listed as activators | 340,000 compounds, 1.8% hits | AID 624297; note: potency is the fitted concentration of half-maximal effect; % of control where 0% means no effect; nearly all actives have a fitted effect of over 55% in size
#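 Compounds, transferred as 23 nL by pin tool, were incubated with cells for 48 hr; DNA content per nucleus was then quantified by Hoechst staining and fluorescence plate imaging.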
# KB-V1 cytotox = kills drug-selected multidrug resistant KB-V1 cells; KB-V1 MDR cells viability, CellTiter-Glo, 72 h; Potency, µM (doses to about 46.1 µM), for inactives: at the top dose activity change, negative = cytotoxicity, most hits filed as cytotoxic; 400,000 compounds, 3.4% hits; AID 1347076; note: potency is the fitted concentration of half-maximal effect; % is set by controls: 0 for no effect and ±100 for the full control effect; nearly all actives have a fitted effect of over 60% in size
#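 Readout: CellTiter-Glo luminescence, 10 min after addition. Cells: KB-V1 MDR subline, 72 h at 37 degrees C with compound. Analysis: corrected, normalized data fitted to concentration-effect curves.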
# MCF10A rerep = induces DNA re-replication in MCF 10a normal breast cells. MCF 10A DNA re-replication, Hoechst nuclear intensity, 48 h. Potency, µM (titrated, usually from 46.1 µM), without a hit: top-dose activity, positive = re-replication, actives largely listed as activators. 350,000 compounds, 2.9% hits. AID 624296; note: potency is the fitted concentration of half-maximal effect; % of control where 0% means no effect; nearly all actives have a fitted effect of over 50% in size
# KB-3-1 tox = KB-3-1 parental cell cytotoxicity | KB-3-1 viability, CellTiter-Glo ATP luminescence, 72 h | Potency, µM (series often up to 46.1 µM), inactives show at the top dose activity change, negative = cytotoxic, most hits filed as cytotoxic | 400,000 compounds, 1.4% hits | AID 1347075; note: potency is the fitted concentration of half-maximal effect; % is set by controls: 0 for no effect and ±100 for the full control effect; nearly all actives have a fitted effect of over 60% in size
#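 Viability of parental KB-3-1 cells, measured by CellTiter-Glo luminescence, followed a 72 h incubation at 37 °C with pinned compounds in phenol-red-free DMEM containing 10% FBS.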
# HT1080 IDH1KD tx = toxicity to HT-1080 IDH1 knockdown cells (counter line). HT-1080 IDH1 knockdown viability, ATP luminescence, 48 h. Potency, µM (highest dose often 46.1 µM), without a hit: top-dose activity, negative = toxicity, most hits filed as cytotoxic. 360,000 compounds, 2% hits;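 note: potency is the fitted concentration of half-maximal effect; 0% = DMSO wells and -100% = cell-free medium wells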
#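 Assay cells: HT-1080 with IDH1 knockdown, 750 per well, RPMI/5% FBS. Exposure: 48 h at 37 °C following 2 h pre-incubation. Read: CellTiter-Glo luminescence; fitted concentration-response, curve class assigned.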
# WRN helicase inh = inhibitors of human WRN helicase. Q14191. WRN helicase unwinding, fluorescent forked duplex, kinetic. Potency, µM (doses to about 114 µM), for inactives: at the highest dose activity change, negative = inhibition, most hits filed as inhibitors. 360,000 compounds, 0.46% hits; note: potency is the fitted concentration of half-maximal effect; % is set by controls: 0 for no effect and ±100 for the full control effect; nearly all actives have a fitted effect of over 55% in size
# Target sequence (Q14191 whole entry, looked up): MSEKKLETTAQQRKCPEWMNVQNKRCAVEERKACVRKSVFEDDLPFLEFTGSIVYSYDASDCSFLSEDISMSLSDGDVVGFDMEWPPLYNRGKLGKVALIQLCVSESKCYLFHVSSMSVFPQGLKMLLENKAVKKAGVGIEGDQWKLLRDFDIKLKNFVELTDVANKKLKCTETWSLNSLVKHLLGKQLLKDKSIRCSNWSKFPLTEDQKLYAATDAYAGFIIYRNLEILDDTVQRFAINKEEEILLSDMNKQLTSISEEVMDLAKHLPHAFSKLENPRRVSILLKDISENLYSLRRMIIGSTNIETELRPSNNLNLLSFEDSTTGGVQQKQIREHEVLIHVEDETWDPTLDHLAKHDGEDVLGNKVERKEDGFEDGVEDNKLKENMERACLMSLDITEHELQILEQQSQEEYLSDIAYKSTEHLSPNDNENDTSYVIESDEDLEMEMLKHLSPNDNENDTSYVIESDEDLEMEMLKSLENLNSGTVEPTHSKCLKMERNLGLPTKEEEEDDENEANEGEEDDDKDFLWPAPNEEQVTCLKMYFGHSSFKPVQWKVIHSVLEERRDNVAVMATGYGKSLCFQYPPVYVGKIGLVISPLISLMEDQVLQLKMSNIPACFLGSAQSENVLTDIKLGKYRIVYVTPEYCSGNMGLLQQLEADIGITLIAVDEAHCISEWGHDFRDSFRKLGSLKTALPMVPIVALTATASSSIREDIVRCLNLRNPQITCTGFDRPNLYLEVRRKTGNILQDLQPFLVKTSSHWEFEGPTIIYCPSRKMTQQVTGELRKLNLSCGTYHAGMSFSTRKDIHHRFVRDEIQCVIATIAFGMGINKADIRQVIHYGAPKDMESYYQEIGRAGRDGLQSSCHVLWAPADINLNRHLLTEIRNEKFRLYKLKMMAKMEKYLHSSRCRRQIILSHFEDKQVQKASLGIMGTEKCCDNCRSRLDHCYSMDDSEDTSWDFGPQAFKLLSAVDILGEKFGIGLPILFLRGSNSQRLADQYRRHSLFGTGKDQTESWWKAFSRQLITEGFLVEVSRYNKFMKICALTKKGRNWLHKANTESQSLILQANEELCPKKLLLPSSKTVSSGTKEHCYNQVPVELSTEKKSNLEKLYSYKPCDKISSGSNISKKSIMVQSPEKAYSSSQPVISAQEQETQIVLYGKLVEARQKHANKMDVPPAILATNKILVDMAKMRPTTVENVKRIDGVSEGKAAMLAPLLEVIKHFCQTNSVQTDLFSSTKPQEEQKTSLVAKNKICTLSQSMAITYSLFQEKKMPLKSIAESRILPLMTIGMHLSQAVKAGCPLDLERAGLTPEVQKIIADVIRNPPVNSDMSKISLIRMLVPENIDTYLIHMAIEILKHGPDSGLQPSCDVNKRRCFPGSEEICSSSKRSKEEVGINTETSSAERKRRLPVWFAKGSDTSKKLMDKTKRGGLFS
#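 Screening of the MLSMR collection measured strand separation of a quenched forked DNA duplex (100 nM) by 20 nM WRN with 2 mM ATP, all final. Compounds were preincubated with enzyme 15 min at room temperature.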
# An asterisk follows results filed as active; ? = inconclusive; . = no result given; & = joins results of further samples; [ ] = another dose, or the depositor's remark. Unless noted, calls come from the whole dose curve; as a rule, active = well fitted curve in the direction sought with a large enough effect; inconclusive = small, poorly fitted or top-dose-only effect, or another doubt; inactive = no such curve, though single readings can be large; an effect the other way counts as inactive or inconclusive. No enrichment for hits; 12% or so of the library scored in one or more.
# Preview (2 entries):
SMILES,ATXN2 expr inh,IL-1B inflam inh,HT1080NT lethal,SW480 rereplic,KB-V1 cytotox,MCF10A rerep,KB-3-1 tox,HT1080 IDH1KD tx,WRN helicase inh
COCCNC(=S)NNC(=O)c1cc(-c2cccnc2)nc2ccccc12,7%,16,-2%,-3%,.,1%,.,6%,-4%
COc1cccc(NS(=O)(=O)c2cc3c(cc2C)N(C)CCO3)c1,-18%,22,-4%,-2%,-1%,11%,10%,-19%,-7%

# Results, repeating the preview:
SMILES,ATXN2 expr inh,IL-1B inflam inh,HT1080NT lethal,SW480 rereplic,KB-V1 cytotox,MCF10A rerep,KB-3-1 tox,HT1080 IDH1KD tx,WRN helicase inh
COCCNC(=S)NNC(=O)c1cc(-c2cccnc2)nc2ccccc12,7%,16,-2%,-3%,.,1%,.,6%,-4%
COc1cccc(NS(=O)(=O)c2cc3c(cc2C)N(C)CCO3)c1,-18%,22,-4%,-2%,-1%,11%,10%,-19%,-7%
CCN(CCO)c1ccc(N=Nc2cc(C)[nH]n2)cc1,?,-21,-2%,2%,-18%,0%,-3%,1%,?
Cc1ccc(NC(=O)Nc2c(C)n(C)n(-c3ccccc3)c2=O)cc1,-15%,9,2%,3%,5%,-1%,-4%,22%,4%
CC1(C)CC(NS(=O)(=O)c2ccc(S(=O)(=O)N3CCOCC3)cc2)CCO1 (stereo not drawn),1%,6,18%,-8%,-23%,-4%,11%,0%,11%
CCOc1cc(Br)c(COc2ccc(C)nc2[N+](=O)[O-])cc1OCC,-13%,-4,-16%,-2%,-9%,?,0%,-29%,-10%
C=CCn1c(SCC(=O)NCC2CCCO2)nc2sc(C)c(C)c2c1=O (stereo not drawn),-14%,-3,0%,0%,?,1%,18%,-3%,11%
CN(C)S(=O)(=O)c1cccc(C(=O)NCC2CCCO2)c1 (stereo not drawn),-19%,29,16%,3%,-9%,-3%,13%,13%,-19%[57.1 µM]
CCOc1cc(/C=N/N=C2/NC(=O)C(CC(=O)O)S2)ccc1OS(=O)(=O)c1ccc(C)cc1 (stereo not drawn),4%,39,5%,3%,-3%,?,?,-1%,-1%
CCOC(=O)c1cnn(Cc2ccccc2)c1N,15%,2,-6%,-3%,8%,-6%,12%,1%,-5%
COc1cccc(C2C3=C(CC(C)(C)CC3=O)Nc3cc4c(cc32)OCO4)c1 (stereo not drawn),-7%,?,-4%,14%,?,?,0%,-4%,-1%
CCCCN(C=O)c1c(CC)nc2c(OCCC)cccn12,-7%,34,23%,.,0%,.,0%,18%,0%
COc1cc2oc3cc(C)oc(=O)c3c2cc1OC,.,0,7%,-6%,3%,-2%,5%,14%,-7%
COc1ccc(NS(=O)(=O)c2csc(C(N)=O)c2)cc1OC,-12%,26,11%,-2%,0%,-3%,-16%,13%,4%
Cc1c(NC(=O)CSc2ncn[nH]2)c(=O)n(-c2ccccc2)n1C,-1%,0,21%,2%[9.22 µM],1%,-4%,11%,11%,5%

# Individual results from above:
# CCOC(=O)c1cnn(Cc2ccccc2)c1N @ HT1080NT lethal: -6%
# CC1(C)CC(NS(=O)(=O)c2ccc(S(=O)(=O)N3CCOCC3)cc2)CCO1 (stereo not drawn) @ MCF10A rerep: -4%

# The list continues:
SMILES,ATXN2 expr inh,IL-1B inflam inh,HT1080NT lethal,SW480 rereplic,KB-V1 cytotox,MCF10A rerep,KB-3-1 tox,HT1080 IDH1KD tx,WRN helicase inh
CC1CCC(=O)N(CCSc2ccccc2)CC1 (stereo not drawn),20%,-2,12%,-42%[inhibitor],?,?,0%&-13%,17%,-1%
O=C(CN(Cc1ccccc1)S(=O)(=O)c1ccc(Br)cc1)N/N=C/c1ccccc1C(=O)O,8%,1,-2%,-4%,1%,-4%,-3%,-1%,-8%
O=C(OCc1ccc([N+](=O)[O-])cc1)c1cnc(Cl)c(Cl)c1,-1%,?,-6%,0%,11%,11%,-11%,8%,6%
CC(C(=O)NC1CCCC1)N(c1ccc(Oc2ccccc2)cc1)S(C)(=O)=O (stereo not drawn),-18%,-11,-5%,11%,?,10%,-3%,-7%,2%
CCn1cc([N+](=O)[O-])c(C(=O)Nc2ccn(Cc3ccccc3)n2)n1,4%,13,3%,-6%,-21%,-4%,1%,10%,2%
O=C(O)c1cccc(Br)c1,3%,-13,0%,2%,-8%,42%,0%,2%,7%
CCN(CC)S(=O)(=O)c1cc(C(=O)N=c2sccn2C)ccc1OC,4%,0,0%,2%,-7%,-4%,7%,2%,-12%
COc1ccccc1N1CCN(S(=O)(=O)c2cc(C(F)(F)F)cc(C(F)(F)F)c2)CC1,-23%,-8,-5%,-9%,-1%,-3%,-3%,1%,6%
Cc1ccc(S(=O)(=O)N(C)CC(=O)OCC(=O)NC(=O)Nc2ccc3c(c2)OCCO3)cc1,34%,26,6%,-1%,6%,0%,-2%,11%,-18%
O=C(c1ccc2c(c1)OCO2)N(CC1CCCO1)C1(C(=O)NC2CCCCC2)CCCCC1 (stereo not drawn),-14%,-19,10%,?,?,20%,-1%,3%,3%
O=C1Nc2ccccc2-n2nnnc2C1N1CCN(CCN2CCOCC2)CC1 (stereo not drawn),.,25,9%,.,5%,.,-2%,22%,-3%
CSc1nnc(-c2ccccc2SC)o1,-28%,-7,10%,-2%,6%,2%,-5%,?,12%[57.1 µM]
O=C(Nc1ccccc1Br)C1CCN(C(=O)Cc2ccccc2)CC1,12%,-7,17%,-2%,-24%,12%,3%,9%,-4%
O=C(Cn1nc(-c2ccc3c(c2)OCCO3)ccc1=O)Nc1ccc(-n2cnnn2)cc1,.,-3,8%,1%,?,4%,0%,7%,-1%
CC1CCN(S(=O)(=O)c2ccc3c(c2)N(CC(=O)NCCCOC(C)C)C(=O)CS3)CC1,-1%,?,3%,-11%,0%,0%,8%,16%,-6%
COc1ccc(CC(=O)NCC(=O)N/N=C(/C)c2ccco2)cc1,5%,-13,3%,-21%,-10%,14%,23%,11%,-11%
COc1ccc(-n2cc(C(=O)c3cc4ccccc4oc3=O)c(C(C)=O)n2)cc1,33%,?,0%,-6%,?,16%,-24%,3%,-5%
O=C1CCC(C(=O)N(CCO)Cc2ccccc2)CN1CCc1cccc(F)c1 (stereo not drawn),.,-8,3%,.,-9%,.,14%,4%,3%
CC(=O)Nc1c(O)nc(C)[nH]c1=O,1%,-16,7%,-5%,0%,2%,18%,1%,3%
CC(C)(C)n1ncc2c(=O)n(CC(=O)Nc3ccc4c(c3)OCCO4)cnc21,6%,-1,4%,5%,-2%,-2%,7%,5%,-1%
COc1cc(NC(=O)c2ccco2)c(OC)cc1NC(=O)c1cc(OC)c(OC)c(OC)c1,-9%,-5,5%,-4%,?,3%,?,-1%,3%
CCOc1ccc(NC(=O)CN2CCN(CC(=O)Nc3ccc(OC)cc3OC)CC2)cc1,6%,32,?,-4%,-17%,?,-20%,-7%,6%
O=C(NCCCO)C(=O)Nc1cc2c3c(c1)CCC(=O)N3CCC2,.,19,1%,-5%,?,?,1%,2%,-11%
O=S(=O)(Nc1ccc2c(c1)OCCO2)c1ccc(F)cc1,-8%,-9,0%,-9%,-27%,-3%,8%,-18%,-6%
CCC(Cc1ccccc1)NC(=O)C1CCC(CNc2c(N3CCCC3)c(=O)c2=O)CC1 (stereo not drawn),3%,-12,1%,-17%,3%,-1%,-21%,-4%,-3%
CC(=O)Nc1cccc(NC(=O)CSc2nc(C3CC3)nc3ccccc23)c1,-17%,-79*,?,?,-21%,18%,-8%,?,-13%
Cc1ccc(OCC(O)CN2CCN(CC(O)COC(C)C)CC2)c(C(C)(C)C)c1 (stereo not drawn),-24%,-25,?,?,0%,-12%,-2%,?,11%
O=C(O)c1cccc(NC(=O)c2cccc(S(=O)(=O)N3CCc4ccccc4C3)c2)c1,-28%,0,-1%,-22%,?,-1%,-4%,-2%,-3%
COC(=O)[C@H](Cc1c[nH]c2ccccc12)NC(=O)Cc1c[nH]c2ccccc12,-15%,8,-8%,-5%,?,-1%,12%,-11%,-3%
Cc1ccc(Nc2ccccc2)cc1,-9%,3,4%,0%,15%,3%,-1%,2%,-5%
COc1cc2nc(C3CCC3)n(NC(=O)COc3ccccc3)c(=O)c2cc1OC,-10%,10,7.1µM*,14%,?,?,16%,1%,-18%
CC(=O)Nc1ccc(C(=O)CSc2nnc(-c3ccccc3F)n2CCc2ccccc2)cc1,.,8,-1%,-12%,-15%,4%,23%,-9%,-4%
CC(=O)N1CCN(Cc2nc(C(c3ccccc3)c3ccccc3)no2)CC1,-4%,3,-2%,0%,-12%,-11%,4%,2%,4%
CCOc1ccc(OCCC(=O)OCC(=O)N2CCN(S(=O)(=O)c3ccc(Cl)cc3)CC2)cc1,47%[activator],-85*,?,?,-5%,?,-1%,?,-23%
CSCCC(NC(=O)c1ccccc1Cl)C(=O)NCC1COc2ccccc2O1 (stereo not drawn),5%,-1,-3%,-3%,?,-1%,29%,-1%,-6%
CC(=O)c1cc(NC(=O)c2ccc(C)cc2)c(=O)oc1C,38%[activator],-106*,-8%,?,3%,?,20%,?,-13%
CCOC(=O)CN1N=C(/C=C/c2ccccc2)CCC1=O,1%,-5,-1%,-3%,-28%,1%,-11%,3%,-25%
Cc1nc2ccccc2c2nc(NC(=O)Cc3ccccc3)nn12,31%,10,3%,3%,18µM*,22%,?,1%,-3%
Cc1cnc(NC(=O)CCCc2nc3ccccc3s2)s1,2.5µM*,10,?,?,?,?,?,?,-8%
COc1ccc(/C=C2\SC(=O)N(CCC(=O)N3CCN(C)CC3)C2=O)cc1,19%,0,30%,-70%[inhibitor],2%,?,17%,8%,6%
